SRC3 inh = SRC3 coactivator transcriptional activity inhibitors, primary screen, cell-based, luminescence. HEK293 GAL4-SRC3 luciferase reporter. 360,000 tested, 0.17% active. inhibition, % at 3.6 µM;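 active = inhibition above a per-campaign cutoff, the mean of all compounds plus 3 SD, cut at about 60% in these data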;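 note: 0% = DMSO-treated cells and 100% = gossypol-treated cells at 36 µM; higher means less SRC3-driven luciferase light from the GAL4 reporter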
NR2F2 inh = NR2F2 transcriptional activity inhibitors, primary screen, cell-based, luciferase reporter, HEK293T, luminescence; COUP transcription factor 2 (Homo sapiens), P24468; HEK293T NGFI-A luciferase reporter; inhibition, % at 8.6 µM; AID 686940, 2013; 370,000 tested, 0.7% active;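 active = inhibition above a per-plate cutoff, mean inhibition of test wells between control levels plus 3 SD, cut at about 38% in these data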;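 note: cells cotransfected with COUP-TFII expression vector driving the NGFI-A reporter; 0% = median of COUP-TF2 test wells and 100% = reporter-only cells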
Target sequence (P24468 whole entry, looked up): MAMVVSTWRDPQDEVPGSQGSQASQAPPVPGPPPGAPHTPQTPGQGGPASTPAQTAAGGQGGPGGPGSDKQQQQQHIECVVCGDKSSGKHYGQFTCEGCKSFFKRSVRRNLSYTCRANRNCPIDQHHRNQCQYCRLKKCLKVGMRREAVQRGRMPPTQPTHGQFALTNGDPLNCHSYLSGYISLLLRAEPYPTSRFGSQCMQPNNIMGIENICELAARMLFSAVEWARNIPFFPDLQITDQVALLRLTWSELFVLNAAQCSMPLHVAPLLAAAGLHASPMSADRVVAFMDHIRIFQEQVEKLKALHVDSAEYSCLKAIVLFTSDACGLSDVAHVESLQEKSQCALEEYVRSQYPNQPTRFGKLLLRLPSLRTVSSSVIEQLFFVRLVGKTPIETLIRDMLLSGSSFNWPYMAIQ
LMP1 NFkB inh = EBV LMP1-driven NF-kappaB luciferase reporter inhibitors, primary screen, cell-based, luminescence, single point; 350,000 tested, 0.69% active; inhibition, % at 12.5 µM; AID 504558, 2011; LMP1-induced NF-kappaB luciferase reporter cells; in the data active = inhibition above about 41%;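 note: 0% = neutral control wells and 100% = reference inhibitor control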
ABHD5-PLIN5 inh = ABHD5-PLIN5 interaction inhibitors, primary screen, cell lysate, split luciferase complementation, luminescence | Perilipin-5 (Homo sapiens) + 1-acylglycerol-3-phosphate O-acyltransferase ABHD5 (Homo … | inhibition, % at 4 µM | 360,000 tested, 0.78% active | Split G. princeps luciferase complementation, 4 h;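 active = inhibition above the mean inhibition across every tested compound plus 3 SD, cut at about 22% in these data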;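 note: 0% = DMSO only wells and the 100% control is not disclosed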
MC4R barr agon = MC4R agonists recruiting beta-arrestin, primary screen, cell-based, luminescence, agonist arm of biased-ligand search; U2OS MC4R beta-arrestin complementation; percent of melanotan II response, DMSO zero; activation, % at 8.9 µM; AID 540308, 2011; 360,000 tested, 0.98% active; Melanocortin receptor 4 (Homo sapiens), P32245;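 active = activation above a per-plate cutoff, the mean activation of sample wells on that plate plus 3 SD, cut at about 8% in these data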
Target sequence (P32245 whole entry, looked up): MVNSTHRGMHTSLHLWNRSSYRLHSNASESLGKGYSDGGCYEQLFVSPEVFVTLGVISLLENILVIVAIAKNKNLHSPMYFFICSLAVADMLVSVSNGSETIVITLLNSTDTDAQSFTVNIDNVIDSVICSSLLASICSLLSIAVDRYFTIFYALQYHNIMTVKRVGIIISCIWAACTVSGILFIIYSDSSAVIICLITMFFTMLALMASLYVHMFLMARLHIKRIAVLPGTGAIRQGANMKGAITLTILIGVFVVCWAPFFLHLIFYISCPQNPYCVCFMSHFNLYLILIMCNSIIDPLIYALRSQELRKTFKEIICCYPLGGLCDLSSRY
NOD2 RIPK2 PPI = NOD2-RIPK2 binding disruptors in cells, primary screen, fluorescence, CHO cells, BLA complementation; 360,000 tested, 0.38% active; CCF4 ratio; AID 624267, 2012; inhibition, % at 4.98 µM; in the data active = inhibition above about 21%;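 note: 0% = vehicle only and 100% = reference blocker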
TLR9-MyD88 inh = inhibitors of TLR9-MyD88 association in cells, primary screen, cell-based, CHO, BLA complementation, fluorescence | AID 504734, 2011 | inhibition, % at 4.98 µM | CCF4 FRET ratio | Toll-like receptor 9 (Homo sapiens) + Myeloid differentiation primary response protein … | 340,000 tested, 0.21% active;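 active = inhibition above the mean over all tested compounds plus 3 SD, cut at about 21% in these data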;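 note: 0% = DMSO only wells and 100% = clavulanate BLA inhibitor control wells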
MC4R antagonist = MC4R antagonists of cAMP signaling, primary screen, cell-based, TR-FRET, antagonist arm of biased-ligand search. inhibition, % at 6.5 µM. 360,000 tested, 0.48% active. MC4R-expressing cells, MTII-stimulated cAMP, LANCE TR-FRET. AID 540295, 2011. Melanocortin receptor 4 (Homo sapiens), P32245;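 active = inhibition above its plate's cutoff, the mean of tested wells on that plate plus 3 SD, cut at about 29% in these data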;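 note: 0% = Melanotan II alone and 100% = Melanotan II plus saturating MCL0020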
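Material – human MC4R-expressing U2OS cells · Repeats – no replicates · Detection – TR-FRET with Eu-cAMP and labeled anti-cAMP, 671 nm · Times – compound 30 min, challenge 1 h, detection 1 h · Compound – single nominal compound dose of 6.5 µM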
NR5A2 inv ag = LRH-1 (NR5A2) inverse agonists, primary screen, cell-based, luminescence, HEK293T, StAR-luciferase reporter | Nuclear receptor subfamily 5 group A member 2 (Homo sapiens), O00482 | LRH-1 transfected, 24 h | inhibition, % at 3.6 µM | 360,000 tested, 0.13% active | AID 602396, 2012;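 active = inhibition above the mean inhibition of all tested compounds plus 3 SD, cut at about 73% in these data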;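 note: 0% = DMSO wells and 100% = reporter-only cells lacking LRH-1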
NCOA2 inhibitor = inhibition of GAL4-SRC2 driven luciferase reporter, primary screen, SRC2 inhibitor project, cell-based, luminescence. HEK293 GAL4-SRC2 luciferase reporter. inhibition, % at 9 µM. 370,000 tested, 0.17% active. AID 651957, 2012;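 active = inhibition above the mean inhibition of all tested compounds plus 3 SD, set per campaign, cut at about 52% in these data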;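 note: 0% = DMSO treated cells and 100% = cells given Gossypol at 36 µM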
NCOA1 inh = SRC1 coactivator transcriptional activity inhibitors, primary screen, cell-based, luminescence; Nuclear receptor coactivator 1 (Homo sapiens), Q15788; HEK293 GAL4-SRC1 luciferase reporter; 360,000 tested, 0.12% active; inhibition, % at 3.6 µM;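 active = inhibition above the campaign mean plus 3 SD, with each screening campaign given its own cutoff, cut at about 60% in these data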;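 note: 0% = DMSO treated cells and 100% = gossypol at 36 µM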
The depositor's hits bear a star; x = no result given. These rows are one share of the data, so the mix of outcomes need not match the whole.

Each structure is followed by: SRC3 inh | NR2F2 inh | LMP1 NFkB inh | ABHD5-PLIN5 inh | MC4R barr agon | NOD2 RIPK2 PPI | TLR9-MyD88 inh | MC4R antagonist | NR5A2 inv ag | NCOA2 inhibitor | NCOA1 inh
1) CCC(C(=O)NC1CCCC1)N(C(=O)Cn1nnc(-c2ccc(C)o2)n1)c1ccc(OC)c(OC)c1 (configuration not stated)
 : 8 | 4 | -15 | 5 | -1.4 | -5 | -5 | 17 | -23 | 12 | -12
2) Cc1cccc(OC(=O)C2C(c3ccccc3)C(C(=O)O)C2c2ccccc2)c1 (configuration not stated)
 : 8 | 3 | -10 | 15 | 0.4 | -21 | 0 | -6 | 4 | 9 | 20
3) CCOc1ccc(-n2cc(C(=O)N3CCC(C)CC3)c3cc(OC)c(OC)cc3c2=O)cc1
 : 8 | 21 | -1 | 8 | 1.0 | -3 | 5 | 8 | 11 | -4 | -20
4) O=[N+]([O-])c1cc(/C=N/N2CCN(c3ccccc3)CC2)ccc1Cl
 : 4 | 11 | -26 | -7 | 6.9 | -2 | -8 | -1 | -22 | -13 | -4
5) COc1ccccc1N(C)S(=O)(=O)c1ccc(Cl)c(C(=O)NNC(=O)c2ccccc2O)c1
 : -7 | -2 | 4 | -4 | -4.1 | -14 | -2 | -1 | 2 | -18 | 3
6) CCCCn1c(SCC(=O)Nc2ccc3c(c2)OCCO3)nnc1C(CC)N(C)C (configuration not stated)
 : 2 | 1 | 4 | -1 | -1.4 | -9 | 1 | -3 | 7 | -7 | 1
7) Cc1ccc(NC(=O)CSc2nnc(-c3cc(C)on3)o2)cc1
 : 7 | -4 | 0 | 1 | -0.8 | -11 | -3 | -2 | -14 | -9 | 4
8) O=C(NCCCN1CCOCC1)C(=O)NCC1OCCN1S(=O)(=O)c1ccc(F)cc1 (configuration not stated)
 : 15 | -7 | 0 | 2 | -1.9 | -7 | 3 | -1 | 1 | 1 | 14
9) O=C1Cc2c([nH]c3ccc(Br)cc23)-c2ccccc2N1
 : -75 | 4 | -196 | 6 | 3.0 | 0 | -2 | 0 | -115 | -28 | -118
10) O=C(c1ccc(Cl)cc1)N1CCN(C(=O)c2ccco2)CC1
 : 10 | -2 | -6 | 0 | -2.4 | -3 | -1 | 11 | -18 | 12 | -7
11) COc1ccccc1CNC(=O)CS(=O)(=O)Cc1ccccc1
 : -12 | 9 | -14 | 6 | -3.5 | 8 | -7 | 5 | 24 | -62 | 4
12) Cc1ccccc1Cn1cc(CCC(=O)N2CCOCC2)c2ccccc21
 : 7 | -22 | -1 | 6 | -0.7 | -8 | -7 | 5 | -5 | -11 | 9
13) N#Cc1cc([N+](=O)[O-])ccc1Oc1ccc(-c2nnco2)cc1
 : 2 | -3 | -3 | -3 | -0.1 | 0 | 5 | 11 | -37 | -3 | -3
14) Cc1nn(Cc2cccc(F)c2)c(C)c1NC(=O)c1c(Cl)cnn1C
 : 7 | 9 | 12 | -5 | -0.7 | -5 | -1 | 11 | -6 | -19 | 9
15) COC(=O)CSc1nnc(-c2cccnc2)n1C
 : -7 | 3 | 0 | 6 | -0.3 | -27 | -4 | 2 | 9 | 9 | 0
16) Cc1cc(C)c2c(CN(C)Cc3ccccc3)cc(=O)oc2c1
 : -119 | -31 | x | 9 | x | -7 | x | x | -87 | -52 | -89
17) S=C(Nc1ccc(Cl)cc1Cl)N1CCN(c2ccccn2)CC1
 : -12 | 31 | -2 | -1 | 1.4 | -7 | 2 | 1 | 18 | -7 | 0
18) CCOc1c(Cl)cnn(-c2ccc(C)cc2)c1=O
 : 18 | -6 | 0 | 0 | 2.0 | -4 | -11 | 0 | -6 | -52 | 6
19) COc1cc(C(=O)NCC(=O)OCCN2C(=O)c3ccccc3C2=O)cc(OC)c1OC
 : 24 | -1 | -13 | -2 | 2.8 | -3 | -6 | -1 | 26 | -16 | 7
20) COc1ccc(NCc2n[nH]nc2-c2ccccc2)cc1Cl
 : 22 | -8 | 8 | 0 | -0.4 | -1 | -7 | 12 | -25 | 3 | 4
21) CCOC(=O)C(NC(=O)CC)(Nc1ccccc1OC)C(F)(F)F (configuration not stated)
 : -61 | 9 | 0 | -7 | -2.5 | 11 | 5 | -2 | -26 | -2 | -8
22) COc1ccc(NC(=O)CSc2nnnn2C)cc1S(=O)(=O)N1CCCCC1
 : 12 | -13 | 4 | 9 | 0.1 | -1 | 8 | 6 | 13 | 28 | -3
23) Nc1nc(-c2ccc(Br)cc2)cs1
 : -50 | -11 | -8 | 3 | 0.4 | -17 | 5 | -1 | -39 | -43 | -38
24) CC(C)CNC(=O)COC(=O)c1cc(S(=O)(=O)N2CCCCC2)ccc1N1CCOCC1
 : -4 | 3 | 1 | 0 | -1.7 | -4 | 6 | -3 | -1 | 0 | -3
25) CCC1SC2=NC(C)=C(C(=O)OC)C(c3ccc(C)cc3)N2C1=O (configuration not stated)
 : -2 | 2 | 3 | -2 | -0.1 | -2 | -10 | -6 | -1 | 0 | -2
26) Cc1ccccc1-n1c(SCc2c(C)noc2C)nnc1-c1ccncc1
 : 1 | 4 | -8 | 4 | -1.8 | -8 | -6 | 7 | -5 | -4 | 2
27) Clc1ccc(CNc2nnnn2-c2ccccc2)c(Cl)c1
 : -1 | 8 | -3 | -4 | 1.3 | 5 | -3 | 4 | -4 | 7 | -2
28) Cc1c(NC(=O)C23CC4CC(CC(C)(C4)C2)C3)c(=O)n(-c2ccccc2)n1C
 : 2 | 6 | 8 | 3 | -0.6 | -12 | -12 | 1 | -9 | 20 | 10
29) COCCCNc1nc2cc(OC)c(OC)cc2c2nc(-c3ccccc3)nn12
 : 12 | 21 | 10 | -9 | 6.0 | 4 | 2 | 28 | 4 | -27 | 6
30) COc1ccc(/C=N\NC(=O)c2cc(O)c(O)c(O)c2)cc1COc1ccc(C(=O)OCC(C)C)cc1
 : 8 | 2 | -3 | 6 | 4.0 | 1 | 9 | 8 | 1 | 0 | -24
31) Cc1cc(S(=O)(=O)NCCN(C)C)c(C)s1
 : 13 | -2 | 0 | 1 | -1.8 | -2 | -1 | 2 | -8 | -33 | -7
32) O=C(Nc1ncc(Cc2ccc(Cl)cc2Cl)s1)c1ccc([N+](=O)[O-])cc1
 : -8 | -18 | -6 | -4 | 0.3 | -4 | 4 | 5 | -6 | -10 | -4
33) COc1ccc(Cl)cc1S(=O)(=O)N1CCCC1=O
 : -1 | -6 | 1 | -2 | -1.6 | -3 | 5 | 5 | 1 | 15 | -8
34) CC(C)Cn1c(SCC(=O)Nc2ncccn2)nc2ccccc21
 : 1 | 4 | -6 | 3 | -0.7 | 3 | 4 | -2 | -5 | -18 | -1
35) CC(=O)Nc1ccc(S(=O)(=O)N2CCN(CC(O)COc3ccc4ccccc4c3)CC2)cc1 (configuration not stated)
 : -2 | 15 | 3 | 16 | -1.0 | -1 | 14 | 10 | 8 | -7 | 8
36) COC(=O)c1ccc(N(C(=O)c2ccco2)C(C(=O)NC2CCCC2)c2ccco2)cc1 (configuration not stated)
 : 6 | 1 | 3 | 2 | -1.3 | -11 | -7 | -2 | 3 | -9 | -8
37) Clc1ccc(C2=C3CCCCn4c(-c5ccccc5)c[n+](c43)C2)cc1
 : 13 | -6 | 5 | 0 | -1.4 | -7 | 12 | 1 | 10 | 5 | -23
38) CC1(C)NC(=O)N(c2ccccc2Cl)C1(C)NO (configuration not stated)
 : 3 | 9 | 12 | 1 | -0.6 | 4 | 1 | 2 | -1 | 13 | -14
39) Cc1ccccc1Nc1nc(N)nc(CSc2nc3ccccc3c(=O)n2CCCO)n1
 : 2 | -8 | 13 | -5 | 1.2 | 0 | 1 | -6 | -2 | -13 | -15
40) COCc1[nH][nH]c(=O)c1C=Nc1ccc(F)cc1F
 : -1 | 1 | 3 | 0 | -1.7 | -9 | 2 | 3 | 1 | -12 | -9
41) C=Cc1ccc(CC2(C)C(=O)Nc3c(Cl)cccc32)cc1 (configuration not stated)
 : -2 | x | x | -8 | -0.6 | -8 | x | 7 | -4 | x | -5
42) CC(=O)C1=C(O)C(=O)N(CCCCCC(=O)O)C1c1ccc(N(C)C)cc1 (configuration not stated)
 : 0 | 14 | 1 | -3 | -2.5 | -1 | 3 | 3 | 8 | 3 | -15
43) Cc1nc(C(F)(F)F)ccc1C(=O)N1CCC1(C)C(=O)NCc1ccc(Cl)cc1 (configuration not stated)
 : 3 | -14 | x | 2 | -1.7 | 3 | x | 0 | 4 | -4 | 10
44) CCC1CCC(C(=O)NC(CCSC)C(=O)NCCN(CC(C)C)CC(C)C)CC1 (configuration not stated)
 : 24 | 10 | 8 | -1 | 0.9 | -15 | -8 | 22 | 0 | -31 | -6
45) CC1(Cc2ccccc2Cl)C(=O)Nc2c(Cl)cccc21 (configuration not stated)
 : -10 | -8 | x | 0 | 2.9 | -3 | x | 11 | 5 | 0 | 1
46) O=C(Nc1ccccc1C(=O)NC1CCCCC1)c1ccco1
 : -5 | -1 | 0 | -2 | -1.8 | 2 | 2 | 4 | 1 | 12 | 3
47) COc1ccc(C(=O)N[C@H](C(=O)NCC2CCCCC2)C(C)C)cc1
 : -2 | 4 | 0 | 3 | -1.4 | -4 | 1 | 12 | -30 | -30 | -5
48) COc1cccc(-c2cc3c(c4c2ccn4C)C2CCC3C2)c1 (configuration not stated)
 : -10 | 3 | x | 8 | x | -12 | x | x | -10 | 12 | 7
49) COc1ccc(/C=C/C(=O)OCC(=O)Nc2cccc(S(=O)(=O)NC3=NCCCCC3)c2)cc1
 : 9 | 1 | -4 | 11 | 1.6 | 0 | 8 | 1 | 0 | 5 | 3
50) NC(=O)C(C(=O)/C=C/c1ccc(Cl)cc1)=C1SCCS1
 : 66* | -14 | 25 | 34* | 0.6 | 7 | -7 | 10 | 25 | -12 | 44
51) CN(Cc1ccccc1)c1ncnc(N)c1[N+](=O)[O-]
 : 38 | 12 | 8 | -3 | 0.4 | 10 | -3 | -11 | 3 | 26 | 35

Screening results deposited in PubChem by several laboratories.
